Bioassay records from PubChem.
XIAP antagonists = XIAP antagonists, biochemical, IAP family, fluorescence polarization (AID 1018); E3 ubiquitin-protein ligase XIAP (Homo sapiens); XIAP BIR domain, fluorescence polarization peptide displacement; higher % means a stronger effect; displacement, % at 20 µM; hits with a dose series show IC50 in µM; actives 0.007% (n = 200,000); in the data active = displacement above about 50%; also: a part of the inactive calls stands beside numbers as strong as those of hits
P. falciparum M17LAP = P. falciparum M17LAP inhibitors, primary screen, biochemical, fluorogenic H-Leu-NHMec substrate, 1536-well (AID 1619); Leucine aminopeptidase (Plasmodium falciparum (isolate 3D7)); recombinant M17LAP, H-Leu-NHMec fluorogenic kinetic assay; higher % means a stronger effect; inhibition, % at 30 µM, or IC50 in µM where a hit was titrated; actives 0.38% (n = 220,000);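 active = compound inhibiting the enzyme by more than half at any dose during confirmatory dose-response retesting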;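 also: plate controls were full reaction with DMSO carrier for no effect and no enzyme background for full effect; strong numbers were not always called active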
TNAP activators = human TNAP enzyme activators, primary screen, biochemical, luminescent, no phosphate acceptor, uHTS (AID 1001); Alkaline phosphatase, tissue-nonspecific isozyme (Homo sapiens); actives 0.03% (n = 200,000); purified TNAP, luminescent activation assay, no phosphate acceptor; higher activation fold means a stronger effect; activation fold at 20 µM, or EC50 in µM where a hit was titrated; in the data active = activation fold from about 3, or a potency from the dose series; inactive = the rest, 99 in 100 with activation fold below about 1.6; also: many of its hits are not listed in these tables
PMI inhibitors = inhibitors of human PMI, primary screen, biochemical, fluorescence intensity, coupled assay (AID 1209); inhibition, % at 20 µM, or IC50 in µM where a hit was titrated; actives 0.42% (n = 190,000); purified PMI enzyme, coupled fluorescence intensity; higher % means a stronger effect; Mannose-6-phosphate isomerase (Homo sapiens);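 also: plate controls were DMSO vehicle for no effect and wells lacking substrate for full effect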
human PMI inhibitors = human PMI inhibitors, high substrate, primary screen, biochemical, fluorescence intensity, high mannose 6-phosphate (AID 1220) | Mannose-6-phosphate isomerase (Homo sapiens) | recombinant PMI enzyme, coupled fluorescence intensity; higher % means a stronger effect | one-dose inhibition, % at 20 µM; IC50 in µM for titrated hits | actives 0.66% (n = 190,000)
Yfh1-off respiration = enhancers of respiration in Yfh1-depleted yeast, dose response, Friedreich's ataxia, plus single-dose screen (AID 1465); S. cerevisiae Yfh1-off respiration, WST-1 reduction, 72 h; higher fold induction means a stronger effect; actives 0.074% (n = 220,000); fold induction at 50 µM; hits with a dose series show EC50 in µM;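 active = fold induction of absorbance versus untreated yeast above a set limit, then at least 30% activation at any dose in follow-up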;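 also: activators that raise dye reduction in frataxin-depleted yeast; strong numbers were not always called active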
M1AAP inhibition = P. falciparum M1AAP inhibitors, biochemical, fluorogenic H-Leu-NHMec substrate, 1536-well (AID 1445) | Aminopeptidase N (Plasmodium falciparum (isolate 3D7)) | recombinant M1AAP, H-Leu-NHMec fluorogenic kinetic assay; higher % means a stronger effect | inhibition, % at 30 µM; hits with a dose series show IC50 in µM | actives 0.42% (n = 220,000);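 active = primary inhibition above the hit cutoff, then over 50% inhibition at one or more dose response concentrations, cut at about 23% in these data, passing the limit was not always enough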;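 also: plate controls were DMSO full reaction for no effect and no enzyme background for full effect; strong numbers were not always called active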
WT yeast gro inh = growth inhibition of WT strain, primary screen, mitochondrial fusion inhibitor project, WT and mutant strains, chemical genetic | inhibition, % at 10 µM | actives 2.1% (n = 190,000) | AID 1362, 2008 | mitochondrial fusion phenotypic screen; in the data active = inhibition above about 58%; tested in S. cerevisiae
LYP inhibition = inhibitors of LYP phosphatase, biochemical, fluorescence intensity, uHTS (AID 1779) | actives 0.054% (n = 290,000) | one-dose inhibition, % at 11.5 µM; IC50 in µM for titrated hits | Tyrosine-protein phosphatase non-receptor type 22 (Homo sapiens) | recombinant LYP phosphatase, fluorescence intensity; higher % means a stronger effect;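 also: plate controls were vehicle with enzyme for no effect and no enzyme for full effect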
WT yeast gro inh mutant strain = also measured in WT yeast gro inh; calls as there; inhibition, %; mitochondrial fusion phenotypic screen, mutant strain inhibition
* marks the source's active call; other numbers are inactive results; i = inactive; nt = no result given. Rule as the data show it, unless noted: active = inhibition above about 50%; inactive = the rest.

SMILES	XIAP antagonists	P. falciparum M17LAP	TNAP activators	PMI inhibitors	human PMI inhibitors	Yfh1-off respiration	M1AAP inhibition	WT yeast gro inh	WT yeast gro inh mutant strain	LYP inhibition
C#CCNC(=O)C1=C[C@H](c2cn(C(C)=O)c3ccccc23)C[C@H](OCc2ccc(CO)cc2)O1	-7.2%	1%	1.1	2%	14%	i	-3%	5	19	-8%
COc1cc(OC)cc(C(=O)Nc2cc(NC(=O)c3ccco3)ccc2OC)c1	-7.1%	-7%	1.1	4%	18%	i	2%	8	-10	-8%
O=C(/C=C1\SC(=O)N(CC(=O)Nc2ccc(Cl)cc2)C1=O)Nc1ccc(F)cc1	-0.9%	8%	1.1	5%	-11%	i	11%	2	-18	-7%
CC(C)(C)c1nc(SCC(=O)N2CC(=O)Nc3ccccc32)c2ccccc2n1	-1.3%	18%	1.2	3%	5%	i	5%	20	12	-6%
CCN(CC)S(=O)(=O)c1ccc(N2CCN(S(=O)(=O)c3ccccc3C#N)CC2)nc1	-7.5%	1%	1	2%	4%	i	-8%	-8	4	1%
Nn1cnnc1N/N=C\c1ccc(-c2ccccc2[N+](=O)[O-])o1	-0.4%	3%	1.2	82%*	nt	i	9%	-5	2	-9%
COc1ccc(S(=O)(=O)N2CCc3ccccc3C2)cc1	-2.8%	-14%	1.1	5%	2%	i	6%	-11	5	-12%
CCOC(=O)c1[nH]c2cc3c(cc2c1NC(=O)CN1CCCCC1C)OCO3 (stereo not given)	-4.6%	-11%	1	-1%	-6%	nt	14%	8	28	2%
Cc1ccc(NC(=O)CSc2nc3ccccc3c(=O)n2CCCN2CCCCC2)cc1Cl	-7.9%	4%	1.3	5%	-1%	i	2%	35	1	-11%
COc1cccc(C2C(C(C)=O)=C(O)C(=O)N2CCc2c[nH]c3ccccc23)c1 (stereo not given)	2.0%	15%	1.1	7%	8%	i	15%	-1	6	-4%
Cc1ccc(NCc2ccccc2O)cc1C	-0.1%	1%	1.1	20%	26%	i	-1%	2	-3	1%
COCCn1nnnc1C(C(C)C)N(Cc1cccnc1)Cc1cc2cc(OC)ccc2[nH]c1=O (stereo not given)	0.6%	-7%	1.1	7%	6%	i	4%	-8	-76	-3%
COc1ccccc1N1CCN(C(=O)c2ccc(S(=O)(=O)N3CCCCC3)cc2)CC1	-2.7%	4%	1	4%	-1%	i	6%	-1	-11	-2%
Cc1cccc(OS(=O)(=O)NC(=O)OCC2CCCN3CCCCC23)c1 (stereo not given)	1.7%	2%	1.2	-6%	11%	i	1%	-15	-10	-7%
Cn1c(NC(=O)c2ccco2)c(-c2ccccc2Cl)c(=O)c2ccccc21	-5.1%	27%	1	-5%	-4%	i	5%	-8	19	1%
CC(C)CCNC(=O)[C@@H](NC(=O)c1c(F)cccc1F)C(C)C	-7.3%	5%	1.1	2%	6%	i	-1%	-6	-11	-7%
CCc1cc2cc3c(cc2nc1SCC(=O)OC(C)C)OCO3	-2.5%	0%	1.1	5%	-1%	i	3%	8	3	-4%
Cc1nnc(-c2cnn(C)c2N)n1CCCN1CCOCC1	-3.9%	4%	1.1	-5%	1%	i	-3%	-16	4	-8%
COc1ccc(OCCOC(=O)c2nc3nccc(C)n3n2)cc1	-2.3%	1%	1.1	-4%	-3%	i	5%	4	18	-1%
COc1ccc(N2C(=O)CC(Sc3ccccc3C(=O)O)C2=O)c([N+](=O)[O-])c1 (stereo not given)	6.4%	2%	0.8	-10%	-14%	i	0%	0	-1	-1%
CCOC(=O)c1ccccc1NS(=O)(=O)c1ccccc1	2.0%	-4%	1.1	5%	4%	i	4%	5	11	-2%
CC(C)COC(=O)c1cccc2c1-c1ccccc1/C2=N\O	-5.4%	-3%	1	13%	7%	nt	5%	62*	-1.4*	7%
COc1ccc(NC2CC(=O)N(c3cc([N+](=O)[O-])ccc3C)C2=O)cc1 (stereo not given)	-0.6%	4%	1.1	2%	11%	i	2%	-12	-8	5%
CCOC(=O)c1cc2occc2n1CC(=O)N1CCOCC1	-0.8%	3%	1.1	5%	11%	i	1%	-9	2	-3%
CC(C)c1nc(SCC(=O)NC(=O)NC(C)(C)C)n[nH]1	nt	-3%	nt	nt	nt	i	-6%	nt	nt	-2%
CCOc1ccc(-n2nnnc2SCC(=O)c2ccccc2)cc1	2.3%	1%	1.1	2%	14%	i	0%	-23	-29	-6%
Cc1ccc2[nH]c(O)c(N=NC(=O)C(C)n3cnc4ccccc4c3=O)c2c1 (stereo not given)	0.2%	-3%	1.2	-4%	3%	i	12%	-3	4	-7%
CS(=O)(=O)c1cc([N+](=O)[O-])c(Sc2nc3ccccc3[nH]2)c([N+](=O)[O-])c1	-4.2%	-6%	0.8	18%	5%	i	2%	4	1	-3%
C=CCNC(=O)c1ccc(Cn2c(=S)[nH]c3cc4c(cc3c2=O)OCO4)cc1	-1.3%	-14%	1.1	-3%	-8%	i	-1%	12	-19	-8%
Cn1nnnc1SCC(=O)NCc1cccc(C(=O)O)c1	-12%	1%	1.1	-4%	-11%	i	4%	1	5	-6%
COc1ccc(S(=O)(=O)Nc2ccc(N3CCOCC3)cc2)cc1[N+](=O)[O-]	-5.7%	-1%	1.1	6%	6%	i	4%	3	-6	1%
CCCOc1ccc(OCCCCNC(C)CC)cc1 (stereo not given)	-4.6%	7%	1.1	6%	-2%	i	-6%	2	-8	-2%
O=C(CCN1C(=O)c2ccccc2C1=O)N1CCN(c2ccccn2)CC1	-14%	11%	1.1	7%	8%	i	13%	-5	0	-10%
Cc1ccc(NN=C2c3ccccc3-c3ccccc32)cc1	-7.9%	5%	0.9	-34%	-124%	i	-5%	16	-7	0%
OCCOc1ccc(C2=NCCO2)cc1	-0.1%	2%	1.1	5%	1%	i	3%	-10	1	-1%
O=C(COc1ccc2ccc(=O)oc2c1)N1CCc2ccccc21	-0.5%	-3%	1.1	-16%	-12%	i	1%	-11	5	-7%
Cc1ccc([N+](=O)[O-])c(-c2n[nH]c(=S)n2-c2cccc(Cl)c2)c1	nt	-7%	nt	nt	nt	i	1%	nt	nt	-1%
Cc1nn(Cc2cccc(C(=O)NC3CCCCC3)c2)c(C)c1Cl	-4.2%	4%	1.1	7%	8%	nt	3%	-2	8	5%
CCn1cc(/C=N/NS(=O)(=O)c2ccc(C)cc2)c(C)n1	-11%	-8%	1.2	-4%	-5%	nt	6%	-1	-56	-8%
CCOC(=O)C1=C(CS(=O)(=O)c2ccccc2)NC(=O)NC1c1ccc(OC)c(OC)c1 (stereo not given)	nt	1%	nt	nt	nt	i	8%	nt	nt	5%
Cn1c(=S)[nH]c2scc(-c3cccs3)c2c1=O	-6.8%	-5%	1.1	-21%	-14%	i	-2%	14	-3	3%
C=C(C)Cn1c(SCC(=O)N/N=C/c2ccccc2)nc2ccccc2c1=O	-10%	-7%	1.1	21%	15%	i	4%	4	3	3%
O=C(NCCOCCOCCNC(=O)c1cccnc1)c1cccnc1	-8.3%	2%	1.1	6%	9%	i	4%	-4	3	-5%
CCCC(C)NC(=O)CSc1nnc2ccccn12 (stereo not given)	-7.5%	-8%	1	-15%	3%	i	-4%	-1	9	-4%
N#Cc1cccc(NC(=O)Cn2c3[n+](c4ccc(C(F)(F)F)cc42)CCCCC3)c1	-4.4%	-3%	1	14%	7%	i	11%	-5	23	-5%
C=CSc1sc(Cl)c(N2CCOCC2)c1[N+](=O)[O-]	-9.2%	1%	1	11%	9%	i	13%	4	17	-4%
O=C(Nc1cc(C(F)(F)F)ccc1Cl)C(NCc1ccccc1)c1ccccc1 (stereo not given)	-4.5%	14%	1	14%	14%	i	-4%	31	-2	0%
COC(=O)C(C)Sc1ccc2nnc(CCNS(=O)(=O)c3ccccc3)n2n1 (stereo not given)	-6.1%	3%	1.1	4%	12%	i	-1%	-9	-6	-6%
Clc1ccccc1OCCn1ccnc1	-6.6%	9%	1.1	11%	4%	i	-1%	17	2	-10%
CC/C(=N\O)c1ccc(OC)c(OC)c1	-3.2%	9%	1.1	-2%	-4%	i	10%	5	-8	1%
Cc1cccc2cc(CN(CCCO)C(=O)Nc3ccc(Cl)cc3)c(=O)[nH]c12	2.0%	9%	1.1	2%	16%	i	5%	1	10	3%
O=C(N/C(=C/c1ccc(Br)cc1)C(=O)N1CCCC1)c1ccccc1F	-7.6%	-8%	1.1	-9%	-9%	i	-2%	-12	-12	1%
CCNC(=S)N/N=C(\C)c1ccc2ccccc2c1OC(F)F	-2.2%	-3%	1.3	-1%	-5%	i	-3%	73*	63*	4%
COc1cc(S(=O)(=O)N2CCCCCC2)ccc1-n1cnnn1	0.2%	4%	1	15%	16%	i	-12%	nt	nt	0%
CCc1ccc(NC(=O)c2ccc3nc(N)sc3c2)cc1	-4.9%	9%	0.9	12%	0%	i	-3%	13	-3	5%
Cc1cccc(OCC(=O)NN2C(=O)C3C4C=CC(O4)C3C2=O)c1 (stereo not given)	-3.1%	14%	1.1	-3%	-27%	i	6%	-5	2	-8%
N#CC1=C2SCC(O)(c3ccccc3)N2C(=O)CC1c1cccs1 (stereo not given)	-4.4%	20%	1.1	-2%	22%	i	4%	6	-3	-6%
CCOc1ccc(-n2c(SCC(N)=O)nc3c([nH]c4ccccc43)c2=O)cc1	-6.5%	3%	1.2	8%	9%	i	7%	13	7	-7%
CN(C(=O)CN1CCC(NC(=O)C2CCCCC2)CC1)C1CCCCC1	-1.2%	9%	1.1	12%	4%	i	0%	1	6	-1%
Cc1ccc(CNC(=O)CNS(=O)(=O)c2ccc3nc(C)sc3c2)cc1	-2.1%	-1%	1	-4%	-4%	i	3%	8	4	-3%
CCOC(=O)Cc1nc2cc(Cl)ccc2o1	-4.3%	4%	1.1	4%	-1%	i	-6%	0	-6	-7%

Entries above that have a furan ring, fused or not (4):
SMILES	XIAP antagonists	P. falciparum M17LAP	TNAP activators	PMI inhibitors	human PMI inhibitors	Yfh1-off respiration	M1AAP inhibition	WT yeast gro inh	WT yeast gro inh mutant strain	LYP inhibition
COc1cc(OC)cc(C(=O)Nc2cc(NC(=O)c3ccco3)ccc2OC)c1	-7.1%	-7%	1.1	4%	18%	i	2%	8	-10	-8%
Nn1cnnc1N/N=C\c1ccc(-c2ccccc2[N+](=O)[O-])o1	-0.4%	3%	1.2	82%*	nt	i	9%	-5	2	-9%
Cn1c(NC(=O)c2ccco2)c(-c2ccccc2Cl)c(=O)c2ccccc21	-5.1%	27%	1	-5%	-4%	i	5%	-8	19	1%
CCOC(=O)c1cc2occc2n1CC(=O)N1CCOCC1	-0.8%	3%	1.1	5%	11%	i	1%	-9	2	-3%
